697 NFkB inh – inhibitors of PMA/ionomycin-induced NF-kB reporter, 697 cells, primary screen, B-cell NF-kB inhibitor project, cell-based, luminescence, uHTS. 330,000 tested, 0.33% active. 697 B-cell NF-kB luciferase reporter, 16 h. inhibition, % at 4 µM. AID 435022, 2010; in the data active = inhibition above about 35%
APJ agonist – agonists of human apelin receptor APJ, primary screen, CHO-K1 cells, PathHunter beta-arrestin, luminescence | P35414 | 0% DMSO wells, 100% apelin | activation, % at 20 µM | 330,000 tested, 0.11% active | AID 2520, 2010;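 active = activation more than six SD over the plate average, tested at 20 µM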;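 note: 0% = DMSO alone and 100% = apelin-13 at 10 nM; some results filed as inactive read as strong as hits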
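Test system: CHO-K1 APJ beta-arrestin complementation cell line | Compound: Single test compound dose, 20 µM final, 1% DMSO | Incubation: Compound 90 min 25 °C, reagent 1 h | Measured by: beta-gal luminescence | Read-out basis: APJ–arrestin association signal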
UPR XBP1 act – activators of adaptive XBP1 UPR arm, primary screen, cell-based, CHO-XBP1 luciferase reporter, luminescence, uHTS; 330,000 tested, 0.33% active; IRE1-XBP1 UPR activation; percent of tunicamycin response, DMSO as zero; activation, % at 20 µM;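 active = versus positive control, 20 µM dose yields 30% or more activation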;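 note: 100% = tunicamycin at 10 µg/mL and 0% = DMSO only wells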
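Material: CHO cell line with stable XBP1 luciferase reporter; buffer or medium: F12 medium containing 10% fetal bovine serum; compound: single point, 20 µM final compound, 1% DMSO; incubation: 6 h treatment, 37 °C; measured by: glow luminescence from Steady-Glo reagent; evaluation: activation, % of tunicamycin; control set: tunicamycin high, DMSO low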
Mdm2-MdmX inh – inhibitors of human Mdm2-MdmX association, primary screen, cell-based, luminescence, split luciferase, SaOS-2, uHTS. SaOS-2 split-luciferase Mdm2/MdmX complementation. inhibition, % at 8 µM. 330,000 tested, 3% active;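 active = inhibition of at least 50% at 8 µM in the primary screen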
Target sequence (O15151 whole entry, looked up): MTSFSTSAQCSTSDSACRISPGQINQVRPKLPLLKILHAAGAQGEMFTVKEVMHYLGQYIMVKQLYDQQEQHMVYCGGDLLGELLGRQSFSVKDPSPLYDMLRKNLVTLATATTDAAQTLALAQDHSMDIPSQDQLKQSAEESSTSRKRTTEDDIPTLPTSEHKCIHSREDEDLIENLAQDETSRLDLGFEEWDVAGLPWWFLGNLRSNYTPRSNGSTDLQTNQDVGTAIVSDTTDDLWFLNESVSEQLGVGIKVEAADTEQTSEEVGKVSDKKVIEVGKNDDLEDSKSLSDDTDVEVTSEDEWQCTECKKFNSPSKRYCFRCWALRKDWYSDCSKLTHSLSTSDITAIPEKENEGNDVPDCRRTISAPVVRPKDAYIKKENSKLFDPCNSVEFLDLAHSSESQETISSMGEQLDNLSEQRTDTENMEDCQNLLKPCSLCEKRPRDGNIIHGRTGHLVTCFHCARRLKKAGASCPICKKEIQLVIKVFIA
Target sequence (Q00987 whole entry, looked up): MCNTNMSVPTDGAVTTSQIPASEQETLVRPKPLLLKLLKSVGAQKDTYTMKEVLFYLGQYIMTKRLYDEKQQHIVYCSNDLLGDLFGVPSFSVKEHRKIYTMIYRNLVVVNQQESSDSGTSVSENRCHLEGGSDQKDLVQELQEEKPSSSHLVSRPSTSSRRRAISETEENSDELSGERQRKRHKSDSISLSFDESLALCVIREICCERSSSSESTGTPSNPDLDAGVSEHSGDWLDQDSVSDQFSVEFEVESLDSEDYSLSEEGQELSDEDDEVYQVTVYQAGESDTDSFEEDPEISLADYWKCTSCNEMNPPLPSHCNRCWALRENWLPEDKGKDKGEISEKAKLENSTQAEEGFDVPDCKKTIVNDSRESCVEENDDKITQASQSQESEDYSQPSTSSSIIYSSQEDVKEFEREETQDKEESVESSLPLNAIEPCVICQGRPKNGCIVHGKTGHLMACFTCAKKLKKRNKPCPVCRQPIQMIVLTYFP
APJ antagonist – antagonists of human apelin receptor APJ, primary screen, CHO-K1 cells, beta-arrestin complementation, luminescence; 330,000 tested, 0.32% active; inhibition, % at 20 µM; P35414;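 active = inhibition above about 40% at 20 µM, limit read from the data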;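 note: cells challenged with 10 nM apelin-13 agonist together with compound; plate controls were apelin-13 plus DMSO wells for no effect and DMSO wells lacking apelin-13 for full effect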
UPR CHOP act – activators of apoptotic CHOP UPR arm, primary screen, cell-based, CHO-CHOP luciferase reporter, luminescence, uHTS; UPR activation; percent of tunicamycin response over DMSO baseline; activation, % at 10 µM; 330,000 tested, 0.34% active; AID 449763, 2010;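 active = at 10 µM dose, activation of 40% or more, normalized to positive control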;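 note: 100% = tunicamycin at 10 µg/mL and 0% = DMSO alone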
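Assay system: CHO-CHOP cells, stable luciferase reporter of PERK-eIF2a-CHOP signalling / Buffer or medium: F12 plus 10% serum / Compound dosing: one dose, 10 µM in 0.5% DMSO / Times: 6 h compound treatment, 37 °C / Technique: luciferase luminescence / Read-out: % reporter activation, DMSO baseline versus tunicamycin full activation / Benchmarks: tunicamycin and DMSO controls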
Jurkat NFkB inh – inhibitors of induced NF-kB luciferase reporter, primary screen, TCR NF-kB activation inhibitor project, cell-based, luminescence, uHTS. Jurkat, PMA/ionomycin-induced NF-kB luciferase reporter. inhibition, % at 4 µM. 330,000 tested, 0.53% active. AID 435003, 2010; in the data active = inhibition above about 50%
tim23-1 inh – growth inhibitors of tim23-1 mutant yeast, primary screen, luminescence, uHTS. S. cerevisiae tim23-1 growth, BacTiter-Glo luminescence, 24 h. inhibition, % at 20 µM. 330,000 tested, 1.3% active. AID 463212, 2010;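 active = growth inhibition of the mutant yeast at or above 50%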;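 note: temperature-sensitive mutant grown at 25 °C; plate controls were DMSO-treated mutant yeast for no effect and medium wells lacking yeast for full effect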
Active calls of the source: *; i = inactive. An excerpt (hit frequency here may not be typical).

SMILES	697 NFkB inh	APJ agonist	UPR XBP1 act	Mdm2-MdmX inh	APJ antagonist	UPR CHOP act	Jurkat NFkB inh	tim23-1 inh
CC1CCCCN1CC(=O)c1ccc2cc[nH]c2c1 (configuration not stated)	-17	8	0	-2	-13	0.7	5	14
COc1ccc(C2CN(C)CC2C(=O)c2ccc(F)cc2)cc1Cl (configuration not stated)	8	-1	0	-3	-4	0.0	-9	6
CCOC(=O)C1=C(N)Oc2c(c(=O)oc3ccccc23)C12C(=O)N(C)c1ccccc12 (configuration not stated)	-8	-5	-2	12	-14	-2.7	-1	11
FC(F)(F)c1cccc(C2NCc3ccccc3-n3cccc32)c1 (configuration not stated)	-2	-1	-1	15	1	0.9	-13	35
Cn1c(=O)cc(SCC(=O)N2CCC3(CC2)OCCO3)c2ccc(Cl)cc21	28	-11	1	43	-3	-1.6	-16	3
COc1ccccc1N1CCN(Cc2ccccc2)CC1	-21	-1	-3	1	5	0.6	-9	-9
CC[n+]1c(/C=C/C=C/c2ccc(N(C)C)cc2)sc2ccccc21	-35	-4	22	88*	35	38	70*	83*
O=C(O)C(O)(c1ccccc1)C1CCCC1 (configuration not stated)	-1	-3	-2	4	2	0.5	9	5
O=C(O)C1C2CCC(O2)C1C(=O)NC1CCCCC1 (configuration not stated)	11	-3	-1	9	-17	-1.1	-4	10
O=C(CN1CC=C(c2ccccc2)CC1)NC(=O)NC1CCCCC1	19	-2	-2	19	2	1.4	5	13
CN1CCN(c2ccc([N+](=O)[O-])c(NCc3ccco3)c2)CC1	-3	-5	-1	6	-11	0.1	6	6
C[C@H]1CCC[C@H](O)CCCCCc2cc(O)cc(O)c2C(=O)O1	9	-7	-6	30	-2	-2.0	7	4
CN1CCC(N(C)c2ccc(C(N)=O)cc2[N+](=O)[O-])CC1	-1	-4	0	-6	-25	-1.2	-21	-7
COc1ccc(NC(=O)c2cc([N+](=O)[O-])ccc2N2CCNCC2)cc1	9	-4	-2	-3	0	-0.4	12	-10
Cn1c(O)c(C=NCCCNC2CCCCC2)c(=O)n(C)c1=O	13	-2	4	-2	11	2.6	-13	-7

Reformatted: entries from further up.
Each structure is followed by: 697 NFkB inh | APJ agonist | UPR XBP1 act | Mdm2-MdmX inh | APJ antagonist | UPR CHOP act | Jurkat NFkB inh | tim23-1 inh
CC1CCCCN1CC(=O)c1ccc2cc[nH]c2c1 (configuration not stated)
 : -17 | 8 | 0 | -2 | -13 | 0.7 | 5 | 14
COc1ccc(C2CN(C)CC2C(=O)c2ccc(F)cc2)cc1Cl (configuration not stated)
 : 8 | -1 | 0 | -3 | -4 | 0.0 | -9 | 6
CCOC(=O)C1=C(N)Oc2c(c(=O)oc3ccccc23)C12C(=O)N(C)c1ccccc12 (configuration not stated)
 : -8 | -5 | -2 | 12 | -14 | -2.7 | -1 | 11
FC(F)(F)c1cccc(C2NCc3ccccc3-n3cccc32)c1 (configuration not stated)
 : -2 | -1 | -1 | 15 | 1 | 0.9 | -13 | 35
Cn1c(=O)cc(SCC(=O)N2CCC3(CC2)OCCO3)c2ccc(Cl)cc21
 : 28 | -11 | 1 | 43 | -3 | -1.6 | -16 | 3
COc1ccccc1N1CCN(Cc2ccccc2)CC1
 : -21 | -1 | -3 | 1 | 5 | 0.6 | -9 | -9
CC[n+]1c(/C=C/C=C/c2ccc(N(C)C)cc2)sc2ccccc21
 : -35 | -4 | 22 | 88* | 35 | 38 | 70* | 83*
O=C(O)C(O)(c1ccccc1)C1CCCC1 (configuration not stated)
 : -1 | -3 | -2 | 4 | 2 | 0.5 | 9 | 5
O=C(O)C1C2CCC(O2)C1C(=O)NC1CCCCC1 (configuration not stated)
 : 11 | -3 | -1 | 9 | -17 | -1.1 | -4 | 10
O=C(CN1CC=C(c2ccccc2)CC1)NC(=O)NC1CCCCC1
 : 19 | -2 | -2 | 19 | 2 | 1.4 | 5 | 13
CN1CCN(c2ccc([N+](=O)[O-])c(NCc3ccco3)c2)CC1
 : -3 | -5 | -1 | 6 | -11 | 0.1 | 6 | 6
C[C@H]1CCC[C@H](O)CCCCCc2cc(O)cc(O)c2C(=O)O1
 : 9 | -7 | -6 | 30 | -2 | -2.0 | 7 | 4
CN1CCC(N(C)c2ccc(C(N)=O)cc2[N+](=O)[O-])CC1
 : -1 | -4 | 0 | -6 | -25 | -1.2 | -21 | -7

(cont.)
SMILES	697 NFkB inh	APJ agonist	UPR XBP1 act	Mdm2-MdmX inh	APJ antagonist	UPR CHOP act	Jurkat NFkB inh	tim23-1 inh
O=C(O)CC[N+](=O)[O-]	15	-6	-4	15	-4	0.8	14	-11
CN1C(=O)NC(=O)/C(=C\c2ccc([N+](=O)[O-])o2)C1=O	5	2	-3	-8	-38	-1.6	16	14
CCOc1c(Cl)cc(CNCCc2c[nH]c3ccccc23)cc1OC	10	-1	2	36	3	-1.7	2	14
CCOC(=O)c1nc2ccccc2c(=O)n1-c1ccc(C)cc1C	15	-3	-2	-4	-14	-0.4	-5	32
O=P(NCc1ccccc1)(Oc1ccccc1)Oc1ccccc1	-6	-1	1	-21	6	-0.7	-13	35
C(#CCN1CCOCC1)COC/C=C/c1ccccc1	-30	-1	-6	-26	-3	-2.4	-14	6
CCCCn1c(NC(=O)c2ccco2)c(C(=O)OCC)c2nc3ccccc3nc21	-16	-22	40*	14	64*	47*	5	36
CCOC(=O)c1ccc(NC(=O)N2CC3CC(C2)c2cccc(=O)n2C3)cc1 (configuration not stated)	15	1	-5	2	11	-3.5	4	-17
O=C1OCCN1P(=O)(c1ccccc1)c1ccccc1	9	-7	-4	13	2	0.7	-4	5
CC(C(O)c1ccccc1)N(C)CCn1cnc2c1c(=O)n(C)c(=O)n2C (configuration not stated)	1	2	0	-13	-21	1.7	-5	-1
Cc1ccc(NC(=O)c2cc(-c3ccccc3)n(CCCN3CCOCC3)c2C)cc1	3	-6	-4	14	-8	0.8	14	21
O=c1[nH]c(=S)n(-c2ccccc2)c(O)c1C=NCCN1CCNCC1	4	0	0	10	13	1.0	-23	-6
COc1cc2[nH]c(=O)n(-c3ccc(C)cc3)c(=O)c2cc1OC	15	-1	-2	-49	14	1.1	12	3
CC(=NCCc1ccccc1)c1c(O)n(C)c(=O)n(C)c1=O	6	-4	-1	10	10	1.7	13	11
Cc1sc2c(c1C)C(c1cccs1)=NCC(=O)N2CC(=O)NCc1cccs1	6	1	-2	12	-9	1.4	2	14
O=C1NC(=O)N(Cc2ccco2)C(=O)/C1=C\c1cccn1CCOc1ccccc1	0	7	-2	1	8	0.1	-3	41
CC1CCCCN1Cc1cccnc1 (configuration not stated)	10	-3	-5	-4	12	0.6	7	0
CCc1nc2ccccc2c(=O)n1-c1ccccc1[N+](=O)[O-]	8	-3	-2	-14	-3	-0.2	12	17
CCOc1cc2c(cc1OCC)-n1cccc1C(c1ccc(C)cc1C)NC2 (configuration not stated)	9	-1	-2	28	2	2.8	-3	23
CC(C)N1CCN(Cc2cccc([N+](=O)[O-])c2)CC1	12	-2	-1	9	23	-0.7	16	-12
Cc1ccc(N2C(=O)/C(=C/N3CCN(C(=O)c4ccco4)CC3)C(=O)NC2=S)cc1C	19	0	0	3	-6	-1.9	0	-3
O=c1[nH]c(=O)n(-c2cccc3ccccc23)c(O)c1C=NCc1ccc2c(c1)OCO2	5	-2	-5	20	-3	-0.8	2	4
COc1ccc(CNCCc2ccc(Cl)cc2)c(OC)c1OC	9	-1	-5	0	17	-1.6	6	10
CCN1C(=O)C(=C2C=C(C)N(Cc3ccco3)C(C)=C2)C(=O)N(CC)C1=S	-8	-2	-2	-14	4	-1.7	-12	26
CCOC(=O)C(O)(c1ccc(N)c(OC)c1)C(F)(F)F (configuration not stated)	14	0	-2	8	-9	-2.3	-7	-13
COC(=O)C1=C(c2ccc(OC)c(OC)c2)C[C@@H]2CC[C@H]1N2C(=O)NCCO	18	-1	-5	7	-3	0.3	-13	-6
CN1CCc2nc3sc(C(=O)NC(C)(C)C)c(N)c3cc2C1	-16	4	0	14	12	-0.1	-12	48
O=c1c2ccccc2nc(-c2ccco2)n1-c1cccnc1	1	-1	-1	15	0	-0.9	-13	11
Cc1cc(Br)c(NC(=O)CN2CC=C(c3ccccc3)CC2)c(Br)c1	-2	-4	-3	-13	-6	4.2	-11	42
Cc1nc2ccccc2c(=O)n1-c1cccc(O)c1	-9	2	-3	17	-5	-1.0	1	-1
CC(=O)OC1CC[C@]2(C#N)[C@H]3CC[C@]4(C)[C@H](C5C=CC(=O)O5)CCC4(O)C3CCC2(O)C1 (some centres not stated)	i	-2	-2	11	-5	0.4	10	18
CCN1C[C@]2(COC)CC[C@H](OC)[C@@]34C1[C@]1(OCO[C@@]15C[C@H](OC)[C@H]1C[C@@H]3[C@@H]5[C@H]1OC)[C@@H](O)[C@H]24	-6	-4	-1	6	7	-0.4	-18	1
CC(=NCc1ccco1)c1c(O)n(-c2ccc(Cl)cc2)c(=O)[nH]c1=O	-35	-2	3	7	24	0.5	-24	17
Cn1c(O)c(C=NCCN2CCNCC2)c(=O)[nH]c1=O	-20	-1	-2	-11	9	-1.3	-5	5
Clc1ccc(C(Cn2ccnc2)OCc2csc3c(Cl)cccc23)c(Cl)c1 (configuration not stated)	-11	13	0	32	-12	-0.3	38	48
O=c1[nH]c(=O)n(Cc2ccco2)c(O)c1C=NC1CC1	7	-3	-5	14	5	-2.1	-10	1
COC(=O)c1ccc(N2C(=O)CC(N3CCC(n4c(=O)[nH]c5ccccc54)CC3)C2=O)cc1 (configuration not stated)	12	-2	-5	0	8	-3.3	-16	9
O=C1C2C3CCC(O3)C2C(=O)N1c1cccc(F)c1 (configuration not stated)	10	-5	1	4	-12	1.2	13	8
COc1ccc(CC2(CCc3ccccn3)C(=O)NC(=O)N(c3ccccc3C)C2=O)cc1OC (configuration not stated)	12	-2	3	14	2	1.3	-11	7
CN(C)c1ccc(/C=C2\C(=O)NC(=O)N(CCc3ccc(F)cc3)C2=O)cc1	3	2	1	-15	17	0.1	-8	24
CN1C(=O)C(Cc2nc3ccccc3c(=O)n2-c2ccccc2)c2ccccc21 (configuration not stated)	-4	0	2	-5	-15	0.1	6	36
CC(=NCCCN1CCOCC1)c1c(O)n(Cc2ccccc2)c(=O)[nH]c1=O	-6	-4	2	11	4	2.1	-1	9
COc1ccc(CN2C(=O)CC(=O)NC2=S)cc1	-6	-2	1	15	13	-1.3	10	10
O=C(C1CC(c2ccc(Cl)c(Cl)c2)=NO1)N1CCC2(CC1)OCCO2 (configuration not stated)	-71	-4	1	-30	16	4.3	-51	20
